TrxR1 substrate: rat thioredoxin reductase 1 substrate activity. hit rate 0.01% among 390,000. Potency, µM (doses to about 114 µM), for the others: at the top dose activity change, negative = substrate turnover. purified TrxR1 substrate turnover, NADPH consumption readout. O89049. AID 588456; further: potency means the concentration at half of the fitted maximal effect; on the % scale 0 is the no-effect control and ±100 the full control effect; nearly all actives have a fitted effect of over 50% in size
Target sequence (O89049 whole entry, looked up): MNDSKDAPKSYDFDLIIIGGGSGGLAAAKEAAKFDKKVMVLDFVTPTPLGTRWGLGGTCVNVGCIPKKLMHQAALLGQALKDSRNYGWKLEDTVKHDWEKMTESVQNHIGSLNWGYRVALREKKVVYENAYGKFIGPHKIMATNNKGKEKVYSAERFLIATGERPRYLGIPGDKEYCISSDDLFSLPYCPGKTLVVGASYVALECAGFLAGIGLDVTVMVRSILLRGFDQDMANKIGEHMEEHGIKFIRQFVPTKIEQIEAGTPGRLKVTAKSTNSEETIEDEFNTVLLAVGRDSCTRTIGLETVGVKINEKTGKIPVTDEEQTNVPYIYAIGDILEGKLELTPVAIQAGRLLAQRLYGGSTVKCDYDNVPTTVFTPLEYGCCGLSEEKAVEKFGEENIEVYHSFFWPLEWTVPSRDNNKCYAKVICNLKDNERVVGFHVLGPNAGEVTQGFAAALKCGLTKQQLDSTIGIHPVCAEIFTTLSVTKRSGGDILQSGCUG
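Rat TrxR1, dispensed at 90 nM, was prereduced with 400 uM NADPH (final) for 5 min at ~22 deg C, then incubated with compound 15 min before 400 uM selenite. A first-read NADPH fluorescence drop versus no-compound background flagged substrates.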
TRHR ag: TRH receptor (human) agonism; P34981; TRHR cells, calcium flux fluo-8, FDSS agonist mode; activation, % at 2 µM; hit rate 0.18% among 360,000; AID 493084; in the data active means activation above about 30%; further: 0% is about no effect
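TRHR-expressing cells loaded with fluo-8 calcium dye; 23 nL library compound pin-transferred, kinetic FDSS fluorescence (Ex 480/Em 530) recorded about 180 s for agonist-induced calcium release, before a 10 nM TRH EC20 addition for potentiator mode.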
USP1 inh: blocks the human USP1/UAF1 deubiquitinase complex | recombinant USP1/UAF1, Ub-Rhodamine cleavage fluorescence | hit rate 0.23% among 390,000 | Potency, µM (highest dose often 57.1 µM), for inactives: top-dose activity change, negative = inhibition, usual class: inhibitors; further: potency means the concentration at half of the fitted maximal effect; on the % scale 0 is the no-effect control and ±100 the full control effect; nearly all actives have a fitted effect of over 60% in size; inactives centre near -12
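USP1/UAF1 complex (1 nM) preincubated 15 min at room temperature with compound, then Ub-Rho substrate (150 nM final) added. Kinetic fluorescence at 480/540 nm over 6 reads at 60 s intervals; 50 mM HEPES pH 7.8, 0.5 mM EDTA, 0.1 mg/ml BSA, 1 mM TCEP, 0.01% Tween-20.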
TrxR1 inh: rat TrxR1 inhibition | O89049 | recombinant rTrxR1, NADPH fluorescence consumption, selenite substrate | Potency, µM (top dose mostly 114 µM), without a hit: at the top dose activity change, negative = inhibition, usual class: inhibitors | hit rate 1% among 390,000 | AID 588453; further: potency means the concentration at half of the fitted maximal effect; on the % scale 0 is the no-effect control and ±100 the full control effect; nearly all actives have a fitted effect of over 65% in size
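Rat TrxR1 (90 nM in the dispensed reagent) was pre-reduced with 400 uM NADPH for 5 min at room temperature, then incubated with compound for 15 min. After 400 uM selenite was added, NADPH fluorescence (Ex 340/Em 450 nm) was followed for 8 min.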
Pin1 inh: blocks the human prolyl isomerase Pin1; Potency, µM (titrated, usually from 115 µM), inactives show top-dose activity, negative = inhibition, actives largely listed as inhibitors; Pin1 FP peptide displacement, HiFluor488, 10 min; hit rate 0.009% among 390,000; AID 504891; Q13526; active means well fitted inhibition curve with a large enough effect in the polarisation, with a control signal flat, not every such curve was filed as active; inconclusive means small, poorly fitted or top-dose-only effect, or effect the other way, or a change in a side signal; inactive means no such curve, though single readings can be large or run the other way; the % refers to the polarisation; further: potency means the concentration at half of the fitted maximal effect; on the % scale 0 is the no-effect control and ±100 the full control effect
TRHR enhancer: allosterically enhances the human TRH receptor. P34981. TRHR cells, fluo-8 calcium fluorescence, EC20 TRH enhancement. enhancement, % at 2 µM. hit rate 0.66% among 360,000; in the data active means enhancement above about 30%; further: 0% is about no effect
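TRHR-expressing cells loaded with fluo-8 calcium dye were read kinetically (ex 480/em 530) during compound addition, then stimulated with an EC20 of TRH (10 nM final). Enhancement of the Gq-mediated intracellular calcium response was scored.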
D2 agonist: D2 dopamine receptor (human) agonism; P14416; activation, % at 2 µM; HEK293 T-REx D2 cells, calcium flux agonist mode; hit rate 0.53% among 340,000; AID 485358;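 active means activation over 3 SD above normal in the single-dose calcium agonist read, cut at about 30% in these data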; further: 0% is about no effect
Target sequence (P14416 whole entry, looked up): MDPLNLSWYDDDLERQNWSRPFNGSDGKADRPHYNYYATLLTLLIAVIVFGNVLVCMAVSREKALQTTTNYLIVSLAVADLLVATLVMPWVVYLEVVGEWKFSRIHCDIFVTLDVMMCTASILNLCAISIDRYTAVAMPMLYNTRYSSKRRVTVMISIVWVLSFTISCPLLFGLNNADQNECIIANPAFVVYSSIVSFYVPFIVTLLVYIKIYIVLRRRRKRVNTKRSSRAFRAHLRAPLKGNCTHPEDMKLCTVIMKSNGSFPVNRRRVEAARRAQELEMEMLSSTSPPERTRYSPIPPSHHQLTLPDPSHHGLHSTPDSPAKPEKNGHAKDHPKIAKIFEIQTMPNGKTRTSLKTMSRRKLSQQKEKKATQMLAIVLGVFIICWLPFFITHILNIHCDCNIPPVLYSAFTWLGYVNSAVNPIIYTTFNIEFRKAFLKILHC
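Calcium-flux readout, 1 cycle/sec over 180 s following compound pin transfer, in inducible HEK293 Trex D2 cells (force-coupled); dopamine controls included. Positive calcium responses during this window marked compounds as potential agonists.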
mIDH1 inhibitor: inhibitors of human mutant IDH1 R132H; IDH1-R132H enzyme, NADPH consumption, diaphorase/resazurin fluorescence; Potency, µM (titrated, usually from 76.6 µM), inactives show at the top dose activity change, negative = inhibition, hits mostly inhibitors; hit rate 0.093% among 390,000; further: potency means the concentration at half of the fitted maximal effect; on the % scale 0 is the no-effect control and ±100 the full control effect; nearly all actives have a fitted effect of over 65% in size
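IDH1-R132H (0.5 ug/mL dispensed) in pH 7.5 Tris buffer was preincubated 30 min with compound, then given a substrate mix of 0.016 mM NADPH and 2 mM alpha-KG for 80 min at room temperature; remaining NADPH was read by diaphorase/resazurin fluorescence.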
D2 antagonist: antagonizes the human D2 dopamine receptor. HEK293 TREx D2 cells, calcium flux, dopamine EC80. inhibition, % at 10 µM. hit rate 2% among 340,000; in the data active means inhibition above about 30%; further: 0% is about no effect
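Tetracycline-induced HEK293 TREx cells expressing D2 receptor forced-coupled to calcium signalling, loaded with no-wash calcium dye. Compounds added and calcium flux read 180 s, then dopamine added at EC80 and read a further 180 s.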
Active calls of the source: *; ? = inconclusive; . = no result given; & = joins results of further samples; [ ] = dose if it differs, or a comment. Unless noted, the call rests on the fitted dose curve; in most records, active means well fitted inhibition curve with a large enough effect; inconclusive means small, poorly fitted or top-dose-only effect; inactive means no such curve, though single readings can be large or run the other way. Not all compounds are listed; rates above refer to the full screens.

SMILES | TrxR1 substrate | TRHR ag | USP1 inh | TrxR1 inh | Pin1 inh | TRHR enhancer | D2 agonist | mIDH1 inhibitor | D2 antagonist
CCN(CC)S(=O)(=O)c1cccc(-c2nnc(SCC(=O)NC3CCCC3)n2N)c1 | 1%[57.1 µM] | -0.1 | -5% | -12%[57.1 µM] | 7% | 13 | 0.2 | -1% | 9
O=c1cc(-c2ccccc2)nc(SCc2nc(-c3cccc(C(F)(F)F)c3)no2)[nH]1 | 1%[57.1 µM] | -0.1 | -12% | 22%[57.1 µM] | -6% | -2 | -1.7 | 13% | .
Cc1cc(C)c(NC(=O)CN(C)C(=O)CCC(=O)c2ccc(C)s2)c(C)c1 | -2% | -1.0 | -5% | 7% | 19% | -3 | -0.3 | -15% | 22
COC(=O)N/N=C/c1cccc([N+](=O)[O-])c1 | 3% | 0.2 | -19% | 15% | -13% | -1 | 0.4 | 3% | -4
CCCCCCC[N+](CC)(CC)CCCCc1ccc(Cl)cc1 | 2% | -1.0 | -18% | 28% | 2% | -12 | 0.0 | -6% | -20
Cc1ccc(S(=O)(=O)CCC(=O)OCC(=O)c2c[nH]c3ccccc23)cc1 | 0% | 0.8 | -17% | 3% | -1% | 3 | 0.3 | 6% | -15
CCc1ccc(NC(=O)Cn2c(=O)n(CCC(C)C)c(=O)c3cccnc32)cc1 | 6% | 0.1 | -12% | 14% | 27% | 0 | -0.2 | -16% | .
CCOc1ccc(-n2nc3ccc(N)cc3n2)cc1 | 164%[activator] | 0.4 | -21% | ? | 0% | 2 | 0.3 | -4% | 0
Cc1cc(OCC(=O)N(C)Cc2ccccc2)ccc1Cl | 3%[57.1 µM] | -0.6 | -7% | -8%[57.1 µM] | -2% | -1 | -1.3 | 4% | 6
O=C(Nc1ccccc1)Oc1ccc[nH]c1=O | 0% | 1.5 | ? | ? | -1% | 3 | -1.2 | 8% | -17
O=C(COC(=O)/C=C/c1ccccc1)NC1CC1 | -5% | 0.1 | -16% | -1% | -3% | 13 | 0.0 | -8% | -26
CCOCCCNC(=O)c1oc2ccc3c(c2c1C)C(O)CC(C)(C)O3 (stereo not drawn) | 65%[activator] | -0.2 | -21% | 32% | 12% | 0 | 0.2 | 11% | 17
Cc1cc(N2CCN(C)CC2)nc2ccc(NC(=O)Nc3ccccc3Cl)cc12 | 31% | -0.8 | -17% | 15% | -1% | -9 | -1.5 | -15% | .
O=S(=O)(Nc1ccc(Br)cn1)c1ccc2ccccc2c1 | 0% | 0.5 | 3% | 12% | -2% | 8 | 1.1 | -8% | 14
CCOc1ncccc1C(=O)N1CCN(Cc2ccc3c(c2)OCO3)CC1 | 12%[57.1 µM] | 0.3 | -9% | 29%[57.1 µM] | 1% | -1 | 80* | 7% | 75*
COc1ccc(N2Cc3ccccc3C2=NC(=O)c2cccc([N+](=O)[O-])c2)cc1 | -1%[11.4 µM] | 0.1 | -21% | -7%[11.4 µM] | 7% | -1 | -0.3 | -1% | 4
COc1ccc(NC(=O)CN(C)C(=O)c2cn(-c3ccccc3)nc2-c2ccc(OC)cc2)cc1 | -3% | 0.4 | -13% | 31% | 22% | 0 | 0.1 | 1% | -10
Cc1ccc(OCCC(=O)OCC(=O)NC2CCCC(C)C2C)cc1 (stereo not drawn) | 2% | . | -8% | 1% | ? | . | . | 1% | .
CC1CCc2c(sc3nnn(Cc4ccccc4Cl)c(=O)c23)C1 (stereo not drawn) | -1% | -0.1 | -43% | 17% | 32%[activator] | 4 | -0.3 | 0% | .
COc1ccc(/C=N/NC(=S)Nc2cccc(C(=O)O)c2)cc1 | -3%[57.1 µM] | 0.4 | 12% | -7%[57.1 µM] | 4% | -3 | -1.8 | 4% | -4
NS(=O)(=O)c1ccc(NC2(C(=O)O)CCCC2)cc1 | -6% | -0.1 | -14% | -4% | -1% | 7 | 0.3 | -4% | -36
Cc1cc(C(C)(C)C)oc1C(=O)N1CCN(C(=O)c2oc(C(C)(C)C)cc2C)CC1 | 1% | 0.8 | ? | 16% | -3% | -2 | 0.2 | 40µM* | 10
O/N=C/c1cc(Cl)ccc1OCc1ccccc1Cl | -9% | -0.4 | -11% | -10% | 5% | -3 | 0.6 | -2% | -3
COc1ccc(C(=O)NCC(C)(C)CNC(=O)c2ccc(OC)c(OC)c2)cc1OC | 3% | . | -20% | 12% | 5% | . | . | -6% | .
Cc1nnc(SCC(=O)NC2CCCC2)s1 | 0% | -0.1 | -16% | 11% | -8% | -9 | -0.1 | 3% | -10
CCOc1ccccc1CN1CCNC(=O)C1CC(=O)N(C)C1CCOCC1 (stereo not drawn) | 5% | -0.2 | -25% | ? | 0% | 5 | 1.3 | 0% | 0
O=C(O)C1CC1C(=O)Nc1nc2c(Cl)cccc2s1 (stereo not drawn) | 3% | -1.6 | -23% | 18% | -6% | 2 | -0.3 | 0% | 5
O=C(NCc1ccco1)c1ccc(Cn2c(=S)[nH]c3ccccc3c2=O)cc1 | 7%[57.1 µM] | 0.0 | -19% | 18%[57.1 µM] | 100%[activator] | -9 | -0.4 | -8% | -16
c1ccc2c(c1)NCC1CCCN21 (stereo not drawn) | -9% | 1.7 | ? | 79µM* | ? | 11 | 0.7 | 8% | -11
Cc1ccc(S(=O)(=O)NCCN2CCOCC2)cc1 | 3%[57.1 µM] | 0.2 | -6% | 13%[57.1 µM] | 0% | -8 | 0.2 | -5% | 10
CCOC(=O)Cc1c[nH]c2ccccc12 | 6% | 0.1 | -8% | 7% | 47%[activator] | -4 | -0.5 | 4% | -16
Cc1c(C(=O)NCc2ccccc2Cl)sc2nc[nH]c(=O)c12 | 1%[57.1 µM] | -0.1 | 6% | 17%[57.1 µM] | 2% | 1 | -0.2 | -5% | .
COc1cc([N+](=O)[O-])ccc1NC(=O)NNC(=O)c1sccc1C | -8% | -0.2 | -12% | -5% | -10% | -3 | -0.1 | 11% | -8
COc1ccc(-c2cc(C(=O)N3CCCC3)no2)cc1OC | 0% | -0.5 | -25% | 7% | -1% | -10 | 6.4 | -6% | 3
CC(NC(=O)CN1CCN(c2cccc(Cl)c2)CC1)c1ccccc1 (stereo not drawn) | -2% | -0.6 | 3% | 25% | -2% | 5 | 1.0 | 4% | 27
COc1ccc(-n2ccnc2SCC(=O)NCc2ccccc2)c(OC)c1 | 1%[57.1 µM] | -1.1 | -16% | 19%[57.1 µM] | 2% | 6 | -0.1 | -1% | -19
Cc1cc(C)n2nc(CC(=O)NNC(=O)COc3ccccc3)nc2n1 | 0% | 0.8 | -30% | 13% | -2% | 11 | 0.3 | 0% | -5
O=C(Nc1cccc2nsnc12)c1cccs1 | 25%&8% | -0.4&-0.2 | -14%&-13% | -15%&-2% | -1%&5% | 0&12 | 0.3&0.1 | 8%&6% | -5&-1
Cc1nc(N)[nH]c(=O)c1CC(=O)OCCCl | 4% | 1.3 | -7% | 10% | -5% | 0 | . | 4% | .
OC(COc1ccc(-c2ccccc2)cc1)CN1CCOCC1 (stereo not drawn) | . | 1.3 | . | . | . | 0 | 3.7 | . | 6
Cc1cccc(NC(=O)C2CCN(S(=O)(=O)c3cccc4nonc34)CC2)c1 | -1%[57.1 µM] | -0.7 | -8% | -5%[57.1 µM] | 6% | 2 | 2.1 | -8% | -16
COc1ccccc1N1CCN(S(=O)(=O)c2ccc(Cl)cc2)CC1 | -11% | 0.0 | -12% | -8% | -6% | -4 | . | 0% | .
O=C(O)c1ccc(-c2ccc(/C=N/Nc3ccc([N+](=O)[O-])cc3)o2)cc1 | -1% | 123* | 13µM* | -22% | ? | 36* | 54* | 16% | 8
O=C(NC(=S)Nc1ccc2c(c1)OCO2)c1ccc(Cl)cc1 | 5% | 0.6 | -22% | -30% | 6% | 0 | -0.5 | 9% | -9
CSc1ccc(CCNC(=O)c2ccc3c(Cl)c4c(nc3c2)CCCC4)cc1 | 0% | 0.2 | -12% | 36% | 3% | 0 | 0.0 | 0% | .
O=C(OCCc1cc2ccccc2c(=O)o1)c1ccc2c(c1)OCO2 | 0% | -0.2 | -16% | 15% | ? | 5 | -0.4 | -5% | 9
CN(C)S(=O)(=O)N1CCN(c2ccc([N+](=O)[O-])c(N3CCOCC3)c2)CC1 | -14% | -0.9 | -22% | -14% | 2% | -5 | -0.2 | 0% | -1

Entries of single compounds from above. Screens in order: TrxR1 substrate | TRHR ag | USP1 inh | TrxR1 inh | Pin1 inh | TRHR enhancer | D2 agonist | mIDH1 inhibitor | D2 antagonist
`Cc1nc(N)[nH]c(=O)c1CC(=O)OCCCl` is listed with 4% | 1.3 | -7% | 10% | -5% | 0 | . | 4% | .
`Cc1cc(C)n2nc(CC(=O)NNC(=O)COc3ccccc3)nc2n1` is listed with 0% | 0.8 | -30% | 13% | -2% | 11 | 0.3 | 0% | -5
`OC(COc1ccc(-c2ccccc2)cc1)CN1CCOCC1` (stereo not drawn) is listed with . | 1.3 | . | . | . | 0 | 3.7 | . | 6

Three entries out of the list above, ordered by the number in Pin1 inh, smallest number first.
molecule	TrxR1 substrate	TRHR ag	USP1 inh	TrxR1 inh	Pin1 inh	TRHR enhancer	mIDH1 inhibitor	D2 antagonist
Cc1nnc(SCC(=O)NC2CCCC2)s1	0%	-0.1	-16%	11%	-8%	-9	3%	-10
CCCCCCC[N+](CC)(CC)CCCCc1ccc(Cl)cc1	2%	-1.0	-18%	28%	2%	-12	-6%	-20
COc1ccc(NC(=O)CN(C)C(=O)c2cn(-c3ccccc3)nc2-c2ccc(OC)cc2)cc1	-3%	0.4	-13%	31%	22%	0	1%	-10

Screening data as filed in PubChem BioAssay.
